Lamin A splicing: modulators of lamin A splicing; 200,000 tested, 0.01% active; HeLa LMNA splicing GFP/RFP minigene ratio, 48 h; AID 1487; Potency, µM (highest dose often 46.1 µM), for inactives: at the highest dose ratio change, negative = inhibition, hits mostly inhibitors; active means well fitted inhibition curve with a large enough effect in the signal ratio, with a control signal flat, not every such curve was filed as active; inconclusive means small, poorly fitted or top-dose-only effect, or effect the other way, or a change in a side signal; the % refers to the signal ratio; further: potency means the concentration at half of the fitted maximal effect; on the % scale 0 is the no-effect control and ±100 the full control effect
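Read-out is the ratio of GFP to DsRed2 object intensity, acquired by 488 nm laser-scanning cytometry on HeLa lamin A-EGFP minigene reporter cells. Compound incubation 48 hrs at 37 °C in Opti-MEM with 2% FBS; DMSO 0.5% final.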
IMPase Li inh: cell-permeable IMPase inhibitors with lithium potentiation; CHO-M1 cells, IP1 TR-FRET (IP-One), carbachol + lithium; Potency, µM (doses to about 59.4 µM), inactives show at the highest dose activity, negative = IMPase inhibition, actives largely listed as inhibitors; 210,000 tested, 0.35% active; AID 1457;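 further: IP1 builds up when IMPase is blocked and the TR-FRET signal falls; potency means the concentration at half of the fitted maximal effect; plate controls were basal vehicle for no effect and high inhibitor control for full effect; nearly all actives have a fitted effect of over 50% in size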
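Readout is a homogeneous TR-FRET IP1 immunoassay (Ex 320, Em 665 and 620), where raised cytosolic IP1 lowers signal. Cells were CHO-M1 treated 30 min at 37C with test compounds plus a little lithium; AC50 values came from Hill-equation fitting.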
KinaseGlo FLuc: counter-screen: inhibitors of Kinase-Glo firefly luciferase; Q27757; Kinase-Glo luciferase, ATP luminescence, 8 min; Potency, µM (titrated, usually from 38.3 µM), for inactives: at the top dose activity change, negative = inhibition, actives largely listed as inhibitors; 200,000 tested, 0.28% active; AID 1379; further: potency means the concentration at half of the fitted maximal effect; on the % scale 0 is the no-effect control and ±100 the full control effect; nearly all actives have a fitted effect of over 60% in size
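Light output from Kinase-Glo luciferase with luciferin and 10 uM ATP in 50 mM imidazole pH 7.2, KCl, MgCl2, Tween 20, BSA; compound pin-delivered, 8-min ambient incubation, then luminescence read.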
CBFb RUNX1 block: blocks binding between human CBF-beta and RUNX1; AlphaScreen CBFb-His/RUNX1-biotin binding, biochemical; Potency, µM (doses to about 59.8 µM), without a hit: top-dose activity, negative = inhibition, hits mostly inhibitors; 230,000 tested, under 10 active; AID 1477; further: % of control where 0% means no effect
Target sequence (Q01196 whole entry, looked up): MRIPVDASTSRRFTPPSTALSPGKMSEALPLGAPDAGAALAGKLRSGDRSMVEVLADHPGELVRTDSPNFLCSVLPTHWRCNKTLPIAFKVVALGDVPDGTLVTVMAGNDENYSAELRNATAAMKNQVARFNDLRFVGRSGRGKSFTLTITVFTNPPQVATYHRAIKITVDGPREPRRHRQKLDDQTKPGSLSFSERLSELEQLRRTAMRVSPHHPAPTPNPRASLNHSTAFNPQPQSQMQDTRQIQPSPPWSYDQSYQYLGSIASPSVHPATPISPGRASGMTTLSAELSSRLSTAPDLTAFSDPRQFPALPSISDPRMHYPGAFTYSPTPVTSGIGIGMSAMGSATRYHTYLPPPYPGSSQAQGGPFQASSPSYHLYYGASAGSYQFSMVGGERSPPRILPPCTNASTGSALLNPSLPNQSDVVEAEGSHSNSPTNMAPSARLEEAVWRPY
Target sequence (Q13951 whole entry, looked up): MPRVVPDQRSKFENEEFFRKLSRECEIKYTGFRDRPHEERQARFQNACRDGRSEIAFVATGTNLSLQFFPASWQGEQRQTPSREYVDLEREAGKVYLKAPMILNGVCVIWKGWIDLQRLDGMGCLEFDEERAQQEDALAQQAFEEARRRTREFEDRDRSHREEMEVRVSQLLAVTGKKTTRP
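AlphaScreen proximity signal reports loss of binding between His-tagged CBF-beta and biotin-labelled RUNX1, each at 30 nM. Proteins are pre-associated for 20 minutes, compounds added for 15 minutes, then beads for 90 minutes, all at ambient temperature.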
Epigenetic derep: epigenetic control regulation, reporter derepression. murine LDR cells, GFP reporter derepression, 30 h. Potency, µM (highest dose often 53.9 µM), for the others: top-dose GFP activation, usual class: activators. 280,000 tested, 0.2% active; further: potency means the concentration at half of the fitted maximal effect; % of control where 0% means no effect; nearly all actives have a fitted effect of over 60% in size
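Reporter derepression read as number of fluorescent GFP-positive objects, 20-120 um in size, counted by laser-scanning cytometer. Mouse LDR line with an epigenetically silenced CMV-GFP locus; compound incubation 30 h, 37 C.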
GLA spleen mod: inhibitors or activators of human alpha-galactosidase in spleen homogenate | human spleen homogenate, 4MU-alpha-Gal fluorescence, 40 min | P06280 | Potency, µM (titrated, usually from 80 µM), for the others: at the highest dose activity change, negative = inhibition, hits mostly inhibitors | 240,000 tested, 0.008% active;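 further: potency means the concentration at half of the fitted maximal effect; 0% = enzyme with vehicle and -100% = no enzyme basal signal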
Target sequence (P06280 32-429 limits assumed): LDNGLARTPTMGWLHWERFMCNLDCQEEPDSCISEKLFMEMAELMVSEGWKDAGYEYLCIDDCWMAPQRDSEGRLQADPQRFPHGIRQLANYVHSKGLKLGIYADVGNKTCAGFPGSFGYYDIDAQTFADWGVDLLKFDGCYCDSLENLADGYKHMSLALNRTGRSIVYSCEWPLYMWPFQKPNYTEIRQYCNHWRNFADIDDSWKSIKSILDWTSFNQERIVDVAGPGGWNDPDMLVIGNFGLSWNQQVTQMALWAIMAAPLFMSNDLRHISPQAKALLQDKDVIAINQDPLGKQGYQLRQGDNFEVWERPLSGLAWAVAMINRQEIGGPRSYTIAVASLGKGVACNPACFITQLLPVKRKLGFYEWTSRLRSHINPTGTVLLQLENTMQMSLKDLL
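qHTS titration in buffer at pH 5.0. Alpha-galactosidase activity in spleen homogenate was measured via 4-methylumbelliferone release from 1 mM fluorogenic substrate after 40 min at 37C and a pH 10 stop. AC50 came from Hill fits of control-normalized data.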
NPSR antag: neuropeptide S receptor (human) antagonism, cAMP | CHO-NPSR cells, cAMP TR-FRET, antagonist mode | Potency, µM (doses to about 38.3 µM), inactives show at the top dose activity change, negative = inhibition, actives largely listed as inhibitors | 220,000 tested, 1% active | AID 1461; further: potency means the concentration at half of the fitted maximal effect; on the % scale 0 is the no-effect control and ±100 the full control effect; nearly all actives have a fitted effect of over 50% in size; many of its hits are not listed in these tables
* = called active by the depositor; ? = inconclusive; nt = no result given; & = joins results of further samples; [ ] = remark or other dose. Unless noted, the call rests on the fitted dose curve; in most records, active means well fitted curve in the direction sought with a large enough effect; inconclusive means small, poorly fitted or top-dose-only effect, or another doubt; inactive means no such curve, though single readings can be large; an effect the other way counts as inactive or inconclusive. The list is partial. The share of hits here may be higher or lower than overall.

#	SMILES	Lamin A splicing	IMPase Li inh	KinaseGlo FLuc	CBFb RUNX1 block
1	CN(C)CC(O)COC(c1ccccc1)c1ccccc1 (stereo not given)	22%[46 µM]	24%	-2%	12%
2	Cc1ccc(C(C(=O)NC(C)(C)C)N(Cc2cccnc2)C(=O)C(=O)NC2CCCCC2)o1 (stereo not given)	nt	-16%	-2%	7%
3	Cc1nc2nc(SCc3nc4ccccc4[nH]3)[nH]c2cc1Br	nt	nt	nt	0%
4	O=C(CSC1=NCCS1)NC1CCCC1	0%[0.0737 µM]	-11%[38.3 µM]	-2%	2%
5	O=C(N/N=C/c1ccc([N+](=O)[O-])s1)c1ccncc1	?	nt	nt	-5%
6	O=C(Nc1ccc(O)cc1)c1c(O)c2c([nH]c1=O)CCCC2	?	4%	0%	2%
7	Cc1nnc(SCc2nc3ccccc3s2)n1-c1ccccc1	-6%	8%	1%	-7%
8	O=C(COC(=O)CCc1nc2ccccc2s1)NC(=O)NCc1ccco1	nt	-7%	0%	-25%
9	Cc1ccc(NS(=O)(=O)c2ccc(CCC(=O)NCc3ccccn3)cc2)cc1	nt	3%	2%	1%
10	COc1ccccc1CCc1nnc(CCC(=O)NCC(C)Oc2cccnc2)o1 (stereo not given)	nt	nt	nt	1%

#	Epigenetic derep	GLA spleen mod	NPSR antag
1	-1.7%	1%	6%
2	2.3%	-4%	-5%
3	-0.4%	3%	-10%
4	-2.0%	1%	-4%[46.1 µM]
5	-2.0%	0%	12%[46.1 µM]
6	-5.7%	1%	-8%
7	0.0%	5%	1%
8	-8.8%	-6%	-3%
9	-0.7%	9%	-5%
10	0.0%	-4%	-16%

Next section
#	SMILES	Lamin A splicing	IMPase Li inh	KinaseGlo FLuc	CBFb RUNX1 block
11	CNC(=O)c1ccc(Nc2nnc(C)c3ccccc23)cc1	-2%	2%	3%	-1%
12	CC(=O)C1=NN(c2ccccc2)C2(S1)S/C(=C\c1ccccc1)C(=O)N2c1ccccc1 (stereo not given)	?	2%[38.3 µM]	-3%	-22%
13	O=S(CCc1ccncc1)Cc1ccccc1 (stereo not given)	10%	16%[38.3 µM]	-2%	6%
14	CC(C)CC(=O)N[C@H](C(=O)N[C@H](C(=O)N[C@@H](CC(C)C)[C@@H](O)CC(=O)N[C@@H](C)C(=O)N[C@@H](CC(C)C)[C@@H](O)CC(=O)O)C(C)C)C(C)C	-9%	-1%&-4%&7%	3%[39.9 µM]	-14%&24%&4%
15	CCOC(=O)N1CCN(C(=O)c2c(O)c3cccc4c3n(c2=O)CC4)CC1	-4%	21%[38.3 µM]	0%	-1%
16	COc1cccc(-c2nc(CS(=O)CC(=O)NCc3ccc4c(c3)OCO4)c(C)o2)c1 (stereo not given)	-6%	4%[38.3 µM]	-2%	-1%
17	COCC1CCN(Cc2cn(C)nc2-c2cccc(Cl)c2)C1 (stereo not given)	?	6%	-7%	6%
18	Cc1ccc(Nc2c3c(nc4ncnn24)CCC3)cc1	-2%	-3%[38.3 µM]	2%	0%
19	Cc1ccnc(NC(=O)CCCOc2cc(=O)n(C)c3ccccc23)c1	?	-2%[38.3 µM]	-1%	-1%
20	CCOc1ccccc1C1CC(c2cccc(NS(C)(=O)=O)c2)=NN1C(=O)c1ccccc1 (stereo not given)	-8%	11%	3%	-21%

#	Epigenetic derep	GLA spleen mod	NPSR antag
11	-1.0%	-2%	5%
12	4.6%	-7%	?
13	-1.0%	2%	-6%[46.1 µM]
14	2.1%&0.1%&2.1%	11%&0%&6%	-7%
15	-1.0%	5%	3%[46.1 µM]
16	-0.2%	1%	-15%[46.1 µM]
17	0.0%	8%	-4%
18	-3.1%	3%	-17%[46.1 µM]
19	?	-12%	-6%[46.1 µM]
20	1.1%	-2%	-34%

Next section:
#	SMILES	Lamin A splicing	IMPase Li inh	KinaseGlo FLuc	CBFb RUNX1 block
21	COc1cc(Cl)c(C)cc1NC(=O)COC(=O)c1cc[n+]([O-])cc1	27%[46 µM]	-6%	-1%	26%
22	CC(C)(C)c1ccc(C(=O)N2CCCN(C(=O)c3ccc(C(C)(C)C)cc3)CC2)cc1	1%	7%	1%	-5%
23	Cc1ccc(CSc2nnc(-c3ccco3)n2N)cc1	-3%	18%[38.3 µM]	-1%	2%
24	CCn1c2ccccc2c2cc(NC(=O)COC(=O)c3cccc(S(=O)(=O)NC)c3)ccc21	-20%	4%	0%	3%
25	COc1cccc2c(N/N=C/c3ccco3)cc(C)nc12	nt	-1%	0%	-18%
26	CC(C#N)Sc1nc2ccccc2c(=O)n1-c1ccccc1 (stereo not given)	8%	8%[38.3 µM]	1%	3%
27	CCN1C(=O)[C@H]2[C@H]3[C@H](O)[C@H](O)C/C(=N\O[C@H](C)c4cn([C@H](CO)Cc5ccccc5)nn4)[C@@H]3CC[C@H]2C1=O	7%	0%	0%	10%[2.36 µM]
28	COc1ccccc1-c1nnc(SCC(=O)Nc2ccc(Cl)cc2Cl)o1	-11%	17%[38.3 µM]	-8%	1%
29	CC(C)OCCCNC(=O)c1ccc(N(C)S(C)(=O)=O)cc1	-8%	4%	-7%	8%
30	CCCCNC(=O)c1onc(CSc2cccc(OCC)c2)c1C(=O)O	?	-5%[38.3 µM]	3%	4%

#	Epigenetic derep	GLA spleen mod	NPSR antag
21	-5.6%	-4%	12%
22	0.0%	-2%	-51%
23	-1.0%	-11%	0%[46.1 µM]
24	-3.0%	5%	24%
25	-3.6%	5%	6%
26	-0.9%	-2%	-14%[46.1 µM]
27	1.3%	6%	7%
28	1.0%	-4%	-13%[46.1 µM]
29	-1.2%	0%	-10%[46.1 µM]
30	-1.0%	10%	-4%[46.1 µM]

Continuation.
#	SMILES	Lamin A splicing	IMPase Li inh	KinaseGlo FLuc	CBFb RUNX1 block
31	Nc1cccc(C(=O)N/N=C/c2ccsc2)c1	nt	-7%	-10%	2%
32	O=C(N1CCOCC1)N1CCN(c2ccccn2)CC1	-1%	15%[38.3 µM]	3%	11%
33	CCOC(=O)N1CCN(C(c2ccccc2)c2sc3nc(C)nn3c2O)CC1 (stereo not given)	-4%	1%	-1%	-4%
34	Cn1c(NNC(=O)c2ccc(C(C)(C)C)cc2)cc(=O)n(C)c1=O	?	10%	-3%	-2%
35	CC1CC(C)CN(C(=O)C(NS(=O)(=O)c2ccc(Br)s2)c2ccccc2)C1 (stereo not given)	?	14%	4%	2%
36	COc1ccc(CNc2nc3c(c(C(F)(F)F)n2)CCCCC3)cc1	8%	34%[activator][38.3 µM]	2%	17%
37	CC1=NN(c2ccccc2)C(=O)C1(C)C	8%	-1%[38.3 µM]	2%	2%
38	Cn1c(SCC(=O)N2CCCc3ccccc32)nnc1-c1ccccc1	?	-17%[38.3 µM]	-2%	-16%
39	CCCC1C(c2ccc(OC)cc2)C(C#N)(C#N)C2(C#N)CC1(N)NC2=O (stereo not given)	5%	1%[38.3 µM]	0%	3%
40	COc1ccccc1/C=N/NC(=S)NCc1ccco1	nt	nt	nt	-14%

#	Epigenetic derep	GLA spleen mod	NPSR antag
31	1.3%	11%	9%
32	-1.1%	5%	-6%[46.1 µM]
33	1.0%	6%	11%[46.1 µM]
34	-1.0%	10%	-4%
35	-0.9%	-8%	-45%
36	1.1%	-15%	-4%[46.1 µM]
37	3.4%	-1%	7%[46.1 µM]
38	-3.8%	10%	-9%[46.1 µM]
39	0.3%	-12%	6%[7.67 µM]
40	2.1%	1%	-26%

The closing five records of the section above lead into the next.
#	SMILES	Lamin A splicing	IMPase Li inh	KinaseGlo FLuc	CBFb RUNX1 block
36	COc1ccc(CNc2nc3c(c(C(F)(F)F)n2)CCCCC3)cc1	8%	34%[activator][38.3 µM]	2%	17%
37	CC1=NN(c2ccccc2)C(=O)C1(C)C	8%	-1%[38.3 µM]	2%	2%
38	Cn1c(SCC(=O)N2CCCc3ccccc32)nnc1-c1ccccc1	?	-17%[38.3 µM]	-2%	-16%
39	CCCC1C(c2ccc(OC)cc2)C(C#N)(C#N)C2(C#N)CC1(N)NC2=O (stereo not given)	5%	1%[38.3 µM]	0%	3%
40	COc1ccccc1/C=N/NC(=S)NCc1ccco1	nt	nt	nt	-14%
41	O=C(/C=C/c1ccc(Cl)cc1)N(Cc1cccs1)C1CCS(=O)(=O)C1 (stereo not given)	nt	nt	nt	23%
42	O=C1NC(CCc2ccccc2)C(=O)N1CCOc1cccc(Br)c1 (stereo not given)	nt	-4%	-2%	0%
43	C=CC#CC1(O)CC(C)[N+](C)(C)CC1C (stereo not given)	8%[46 µM]	20%	-1%	-1%
44	CN(C)C(=O)c1ccc(-c2cc(Nc3ccccc3)ncn2)cc1	?	-2%	nt	nt
45	CC1=CC(C)(C)[N+](C)(C)c2ccccc21	14%[46 µM]	22%	-3%	5%
46	CCCN(c1ccc(C(C)C)cc1)S(=O)(=O)c1c(C)noc1C	?	48%[activator][38.3 µM]	-3%	8%
47	COc1ccc(NC(=O)C(CCSC)NC(N)=O)cc1NS(=O)(=O)c1ccc(F)cc1 (stereo not given)	6%[46 µM]	5%	3%	-10%
48	CCn1ncc(Cl)c1C(=O)NC(C)c1ccccc1 (stereo not given)	1%	33%[38.3 µM]	6%	8%
49	O=C1CN(C(=O)COC(=O)c2ccccc2O)c2ccccc2N1	nt	nt	nt	4%
50	COCCn1c(=O)[nH]c(=O)c2cc(C(=O)c3cc(Cl)ccc3O)cnc21	?	34%[activator]	-3%	10%
51	COc1cccc(/C=N/NC(=O)c2cc(C34CC5CC(CC(C5)C3)C4)[nH]n2)c1	-7%	26%[38.3 µM]	1%	4%
52	Cc1ccc(S(=O)(=O)Nc2nonc2C)cc1	5%	-23%[38.3 µM]	-1%	0%
53	[O-][n+]1onc2c1CCC(=N/O)/C2=N\Nc1ccccc1	nt	nt	nt	?

#	Epigenetic derep	GLA spleen mod	NPSR antag
36	1.1%	-15%	-4%[46.1 µM]
37	3.4%	-1%	7%[46.1 µM]
38	-3.8%	10%	-9%[46.1 µM]
39	0.3%	-12%	6%[7.67 µM]
40	2.1%	1%	-26%
41	0.0%	-5%	10%
42	2.7%	-2%	-8%
43	-2.7%	5%	15%
44	nt	5%	nt
45	5.1%	6%	-18%
46	0.0%	0%	?
47	-4.5%	-7%	5%
48	-2.0%	-7%	-5%[46.1 µM]
49	0.1%	5%	-3%
50	-7.6%	3%	-23%
51	0.0%	5%	-8%[46.1 µM]
52	-1.0%	-10%	0%[46.1 µM]
53	9.4%	7%	?
